High-throughput results deposited in PubChem BioAssay by National Center for Advancing Translational Sciences (NCATS).
Mito fusion act – blocks mitochondrial division or promotes mitochondrial fusion | Potency, µM (doses to about 46.1 µM), for the others: at the highest dose growth rescue (activation), usual class: activators | 320,000 compounds, 0.23% hits | S. cerevisiae fusion-defective mutant growth rescue, CellTiterGlo 48 h;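 also: potency is read from the fitted curve at half-maximal effect; % of control where 0% means no effect; nearly all actives have a fitted effect of over 45% in size; temperature-sensitive fusion mutants such as fzo1-1 at 37 °C on non-fermentable ethanol glycerol medium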
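Temperature-sensitive fusion-defective S. cerevisiae (e.g. fzo1-1, mgm1-5) were grown with compound in YPEG medium (3% ethanol, 3% glycerol) for 48 hours at 37C. Growth rescue was measured as viability by CellTiterGlo luminescence after 10 minutes at ambient.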
MBNL1-CUG inh – MBNL1-poly(CUG) RNA binding inhibition. Potency, µM (series often up to 57.5 µM), for the others: top-dose activity change, negative = inhibition, actives largely listed as inhibitors. 280,000 compounds, 0.036% hits. AID 2675. Q9NR56. TR-FRET MBNL1-His/biotin-(CUG)12 binding, 665/545 ratio; active = well fitted inhibition curve with a large enough effect in the signal ratio, with a control signal flat, not every such curve was filed as active; inconclusive = small, poorly fitted or top-dose-only effect, or effect the other way, or a change in a side signal; inactive = no such curve, though single readings can be large or run the other way; the % refers to the signal ratio; also: potency is read from the fitted curve at half-maximal effect; % is scaled to controls: 0 for no effect and ±100 for the full control effect
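TR-FRET readout: Ex 340 nm, 665/545 nm emission ratio, normalized to buffer-only (basal) and MBNL1-(CUG)12 controls. Complex of MBNL1-His with Biotin-(CUG)12, compounds 92 nM–58 uM, incubated 60 min at room temperature.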
Gal4-VP16 FLuc – counter-screen for ROR gamma inhibitors: Gal4-VP16 reporter; Drosophila S2 Gal4-VP16 UAS-luciferase, luminescence, 20 h; 310,000 compounds, 3.5% hits; Potency, µM (top dose mostly 53.6 µM), without a hit: at the top dose activity, negative = inhibition, actives largely listed as inhibitors;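 also: Gal4-VP16 expression switched on by copper sulfate through the metallothionein promoter; potency is read from the fitted curve at half-maximal effect; % is scaled to controls: 0 for no effect and ±100 for the full control effect; nearly all actives have a fitted effect of over 50% in size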
RORg inh – blocks mouse ROR gamma transcriptional activity. 310,000 compounds, 5.4% hits. Drosophila S2 Gal4-RORgamma UAS-luciferase reporter, 20 h. Potency, µM (top dose mostly 53.6 µM), for inactives: at the highest dose activity change, negative = inhibition, usual class: inhibitors. P51450; also: potency is read from the fitted curve at half-maximal effect; % is scaled to controls: 0 for no effect and ±100 for the full control effect; nearly all actives have a fitted effect of over 60% in size
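ROR gamma transcriptional activity was tracked as Gal4-UAS luciferase output in stably transfected Drosophila Schneider cells, with compound added 1 hr before 700 uM copper sulfate induction and a 20 hr ambient-temperature incubation.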
KCNH2 3.1 block – blocks the human KCNH2 3.1 channel isoform; activity change, % (tested at about 1.8 µM); 340,000 compounds, 0.95% hits; U2OS KCNH2 3.1, thallium flux FluxOr; hits give low values;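 active = maximum activity change below -70%; inconclusive = maximum activity change from -70% to -50%; inactive = maximum activity change above -50%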;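 also: thallium influx rate constant from kinetic fluorescence after stimulation buffer; % is scaled to controls: 0 for no effect and ±100 for the full control effect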
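We transduce U2OS cells with the mutant 3.1 virus, culture them overnight, load FluxOr with Red40 quencher for 45 min, then add stimulation buffer and read kinetically for 2 min to derive a normalized rate constant.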
PKM2 activator – increases activity of human pyruvate kinase M2; P14618; purified PKM2, Kinase-Glo ATP luminescence, activation; response scale: 0% is enzyme alone, no compound; Potency, µM (highest dose often 57.5 µM), without a hit: at the highest dose activation, actives largely listed as activators; 260,000 compounds, 0.34% hits; AID 1631; also: potency is read from the fitted curve at half-maximal effect; % is scaled to controls: 0 for no effect and ±100 for the full control effect; nearly all actives have a fitted effect of over 55% in size
Target sequence (P14618 whole entry, looked up): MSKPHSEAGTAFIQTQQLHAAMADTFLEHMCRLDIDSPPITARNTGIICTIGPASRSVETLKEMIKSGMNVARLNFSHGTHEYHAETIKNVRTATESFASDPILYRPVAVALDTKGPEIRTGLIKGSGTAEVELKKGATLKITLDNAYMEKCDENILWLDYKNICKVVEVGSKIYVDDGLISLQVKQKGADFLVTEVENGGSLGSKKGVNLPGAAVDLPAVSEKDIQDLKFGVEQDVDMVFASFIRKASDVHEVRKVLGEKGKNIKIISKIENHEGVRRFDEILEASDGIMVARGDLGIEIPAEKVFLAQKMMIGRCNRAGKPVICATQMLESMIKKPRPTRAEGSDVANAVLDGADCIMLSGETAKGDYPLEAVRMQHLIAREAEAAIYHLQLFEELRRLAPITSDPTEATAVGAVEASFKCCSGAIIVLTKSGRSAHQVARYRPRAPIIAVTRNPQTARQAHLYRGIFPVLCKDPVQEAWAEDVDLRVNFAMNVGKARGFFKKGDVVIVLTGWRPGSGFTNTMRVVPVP
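hPK-M2, >95% pure; 0.1 mM ADP / 0.5 mM PEP final; imidazole pH7.2 buffer w/ 7 mM MgCl2, 50 mM KCl; 1 h RT; Kinase-Glo lum. Intermediate enzyme activity for dual inhibitor/activator qHTS.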
Menin MLL FP TR – inhibitors of human menin-MLL interaction, mutant MLL peptide; O00255; Menin + Texas Red MLL mutant peptide, fluorescence polarization; Potency, µM (titrated, usually from 61.6 µM), for inactives: at the highest dose FP activity change, negative = inhibition, most hits filed as inhibitors; 270,000 compounds, 0.23% hits; AID 1768; active = well fitted inhibition curve with a large enough effect in the polarisation, with a control signal flat, not every such curve was filed as active; inconclusive = small, poorly fitted or top-dose-only effect, or effect the other way, or a change in a side signal; inactive = no such curve, though single readings can be large or run the other way; the % refers to the polarisation; also: potency is read from the fitted curve at half-maximal effect; % of control where 0% means no effect; many of its hits are not listed in these tables
Target sequence (O00255 whole entry, looked up): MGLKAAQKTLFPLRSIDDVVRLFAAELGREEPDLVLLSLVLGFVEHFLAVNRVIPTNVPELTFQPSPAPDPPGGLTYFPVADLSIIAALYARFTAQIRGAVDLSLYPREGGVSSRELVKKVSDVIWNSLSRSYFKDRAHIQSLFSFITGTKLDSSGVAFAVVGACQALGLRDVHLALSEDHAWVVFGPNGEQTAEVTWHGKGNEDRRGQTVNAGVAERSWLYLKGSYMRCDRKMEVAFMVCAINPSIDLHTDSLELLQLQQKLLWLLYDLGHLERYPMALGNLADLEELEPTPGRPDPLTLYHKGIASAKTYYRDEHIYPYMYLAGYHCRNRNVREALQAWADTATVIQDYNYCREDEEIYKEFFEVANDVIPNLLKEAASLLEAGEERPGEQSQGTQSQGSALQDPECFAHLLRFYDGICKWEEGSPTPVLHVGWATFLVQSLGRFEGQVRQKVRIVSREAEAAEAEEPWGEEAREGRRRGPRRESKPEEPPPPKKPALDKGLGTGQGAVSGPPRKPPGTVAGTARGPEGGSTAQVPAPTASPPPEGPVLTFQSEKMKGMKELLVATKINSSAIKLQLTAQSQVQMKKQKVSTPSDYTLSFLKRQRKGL
Rab9 prom act – activators of Rab9 promoter; Huh7 Rab9 promoter-luciferase reporter, luminescence, 24 h; Potency, µM (highest dose often 9.22 µM), for the others: at the top dose activation, negative = inhibition, hits mostly activators; 320,000 compounds, 2.8% hits; AID 485297; also: potency is read from the fitted curve at half-maximal effect; % of control where 0% means no effect; nearly all actives have a fitted effect of over 60% in size
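Stable Rab9-luc Huh7, 1500 cells/well, 2 h settle; cmpd in DMSO, 24 h, 37 °C/5% CO2; luciferase reagent 10 min RT; luminescence.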
NPC1 promoter act – activators of NPC1 promoter; Huh7 NPC1 promoter luciferase reporter, 24 h; Potency, µM (series often up to 9.22 µM), without a hit: at the top dose activation, most hits filed as activators; 320,000 compounds, 2.4% hits; AID 485313;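 also: potency is read from the fitted curve at half-maximal effect; % of control where 0% means no effect; nearly all actives have a fitted effect of over 60% in size; reporter is driven by a mutant NPC1 promoter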
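Luciferase expression driven by the NPC1 promoter was measured in stably transfected Huh7 cells after a 24 h compound incubation, using a luciferase reagent and a luminescence read.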
FLuc counter – firefly luciferase modulation, counter-screen for miR-21 project | purified FLuc, Km substrates, luminescence inhibition | AID 588342 | Potency, µM (highest dose often 57.5 µM), inactives show top-dose activity change, negative = inhibition, actives largely listed as inhibitors | 360,000 compounds, 6.9% hits | P08659;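 also: potency is read from the fitted curve at half-maximal effect; plate controls were vehicle for no effect and reference inhibitor for full effect; nearly all actives have a fitted effect of over 55% in size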
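Purified P. pyralis luciferase, 10 nM final, with Km-level 10 uM D-luciferin and 10 uM ATP in 50 mM Tris acetate pH 7.5, 10 mM Mg acetate, 0.01% Tween-20, 0.05% BSA; 6-point qHTS titration about 60 µM downward; luminescence read.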
ELG1 repair inh – ELG1-dependent DNA repair inhibition | HEK293T ELG1-luciferase reporter, luminescence, 16 h; DNA damage induced by 5-fluorouridine | Potency, µM (highest dose often 46.1 µM), for inactives: at the top dose activity change, negative = inhibition, usual class: inhibitors | 330,000 compounds, 2.3% hits | AID 504467; also: potency is read from the fitted curve at half-maximal effect; % is scaled to controls: 0 for no effect and ±100 for the full control effect; nearly all actives have a fitted effect of over 55% in size
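HEK293T cells expressing luciferase-tagged ELG1 (2,000/well) received 5-Fluorouridine plus compound or DMSO for 16 hr at 37 °C. Luciferase was read by ONE-Glo luminescence after 30 min at room temperature.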
An asterisk follows results filed as active; ? = inconclusive; . = no result given; [ ] = dose if it differs, or a comment. Unless noted, calls follow the shape of the dose curve; as a rule, active = well fitted curve in the direction sought with a large enough effect; inconclusive = small, poorly fitted or top-dose-only effect, or another doubt; inactive = no such curve, though single readings can be large; an effect the other way counts as inactive or inconclusive. Some of the compounds tested (hit frequency here may not be typical).

SMILES	Mito fusion act	MBNL1-CUG inh	Gal4-VP16 FLuc	RORg inh	KCNH2 3.1 block	PKM2 activator	Menin MLL FP TR	Rab9 prom act	NPC1 promoter act	FLuc counter	ELG1 repair inh
OCC1(CCc2ccccc2)CCN(Cc2cc(Cl)ccc2O)CC1	3%	-18%	2%	0%	-17	-2%	-18%	-5%	-2%	-1%	9%
COC(=O)c1ccccc1NC(=O)COc1ccc2c(c1)OCO2	-2%	-4%	.	.	-14	-2%	-4%	?	16%	-12%	9%
Cc1oc2c(CN3CCCC(C)C3)c(O)ccc2c(=O)c1-c1ccccc1 (stereo unspecified)	1%	-3%	-2%	11%	9	.	-6%	-1%	1%	0%	14%
O=c1n(-c2ccccc2)c(=O)n2n1CC(O)C2	-2%	3%	-11%[10 µM]	6%	15	-3%	9%	-7%	-1%	-1%	7%
COC(=O)CCC(=O)Nc1ccccc1C(N)=O	-5%	-15%	-1%	10%	-2	-4%	6%	0%	-2%	-3%	0%
CCOC(=O)c1nn(-c2ccc(C)cc2)c2nc(Nc3ccccc3)cc(=O)n12	7%	1%	-1%	15%	-15	-9%	-2%	0%	1%	2%	?
CCN1C(=O)/C(=C\N2CCN(c3ccc(F)cc3)CC2)SC1=S	1%	44%[activator]	4%	9%	-18	2%	5%	-1%	-3%	4%	-14%
O=C(C1CC(=O)N(c2ccc3c(c2)OCCO3)C1)N1CCN(c2cccc(C(F)(F)F)c2)CC1 (stereo unspecified)	-18%	.	.	.	-2	.	.	2%	-5%	0%	?
CNC(=O)c1c(NC(=O)CCS(=O)(=O)c2ccc(C)cc2)sc(C)c1C	0%	.	.	.	-14	.	.	-6%	0%	-1%	19%
CC1CCN(CCCNC(=O)c2ccc(CSCc3cccc(Cl)c3)o2)CC1	1%	-11%	-1%	-14%	-19	-7%	-16%	1%	-3%	1%	-15%
CC(C)C(=O)NNC(=O)CC(=O)Nc1ccccc1C(=O)O	-1%	.	7%	8%	-16	-2%	.	-5%	-6%	3%	3%
CSc1nnc(-c2ccccc2)o1	-2%	4%	0%	-11%	23	-2%	-2%	9%	1%	-4%	?
O=C(NCc1cccnc1)c1ccc(-c2cccc(Cl)c2Cl)o1	-2%	17%	?	?	1	11%	?	-3%	3%	?	3%
O=C(NCC(c1ccco1)N1CCc2ccccc2C1)c1ccc([N+](=O)[O-])cc1 (stereo unspecified)	5%	.	.	.	-4	.	.	-4%	1%	5%	?
COc1ccc(OC)c(NC(=O)C2CC(/C=C/c3ccccc3)=NO2)c1 (stereo unspecified)	-5%	-1%	6%	24%	2	.	?	-5%[1.84 µM]	-6%	-6%	-20%
O/N=C(\c1ccc(Cl)cc1)c1ncc(C(F)(F)F)cc1Cl	8%	-9%	-9%	5%	-8	8%	-1%	9%	-1%	1%	0%
Cc1nn(Cc2ccccc2)c(C)c1NC(=O)c1cc(-c2cccs2)on1	0%	3%	-9%	?	-3	-2%	-10%	-4%	1%	-1%	?
Cc1ccc(C)c(NC(=O)c2cnn(-c3ccccc3)c2C)c1	-2%	-8%	-15%	9%[1.91 µM]	11	-14%	1%	?	30%	21µM*	?
Cc1cc(N2CCCCC2)n2nc(C)c(-c3ccccc3)c2n1	6%	9%	-4%	-19%	-8	-16%	-6%	8%	9%	19µM*	?
c1ccc2c(c1)[nH]c1c(N3CCCC3)ncnc12	3%	1%	?	-14%	?	2%	8%	-3%	-1%	-20%	?
CCCCN(C(=O)c1ccco1)c1c(N)n(CCC)c(=O)[nH]c1=O	-3%	.	.	.	17	.	.	0%	-6%	0%	16%
COc1ccc(NC(=O)c2noc3c2CCCCC3)cc1	-33%[inhibitor]	8%	0%[10 µM]	?	26	1%	17%	?	1.4µM*	12µM*	?
CC(C)c1onc(C(=O)N(C)Cc2ccccc2)c1[N+](=O)[O-]	2%	-8%	?	28%	-18	3%	-2%	0%	-2%	3%	0%
CCCn1c(SCC(=O)Nc2nc(-c3ccc(OC)cc3)cs2)nc2c1c(=O)n(C)c(=O)n2C	-17%	24%	-12%	-4%	-13	0%	-5%	-8%	0%	1%	?
S=C(NCc1ccccc1)NCc1ccc(CNC(=S)NCc2ccccc2)cc1	-5%	-22%	3%	2%	-3	10%	?	-5%	-2%	-2%	-4%
New compounds follow
SMILES	Mito fusion act	MBNL1-CUG inh	Gal4-VP16 FLuc	RORg inh	KCNH2 3.1 block	PKM2 activator	Menin MLL FP TR	Rab9 prom act	NPC1 promoter act	FLuc counter	ELG1 repair inh
Cc1nn(C(=O)c2cccs2)c(C)c1CN1C(=O)c2ccccc2C1=O	-3%	-5%	-3%	3%	-6	4%	5%	-4%	1%	1%	10%
O=C(Nc1nc2ccccc2s1)c1ccc2c(c1)S(=O)(=O)c1ccccc1C2=O	0%	3%	2%	-21%	.	-5%	3%	19%	-2%	-7%	11%
CS(=O)(=O)Nc1ccc(C(=O)NCCSc2ccc(Cl)cc2)cc1	1%	0%	10%	?	-34	-1%[11.5 µM]	11%	-3%	7%	-1%	-9%
CCCC(CCC)C(=O)Nc1ccc2c(c1)N(C(=O)CN1CCN(C)CC1)c1ccccc1CC2	-2%	-15%	4%	-13%	-8	-2%	-29%	-6%	-10%	0%	1%
COc1ccc(-c2nnc(NC(=O)c3ccc(S(=O)(=O)N4COCC4(C)C)cc3)o2)cc1	-1%	-12%	0.4µM*	0.22µM*	-8	3%	?	-15%	-25%	0%	-25%
CCCCOc1ccc(-c2nnc(-c3ccncc3)o2)cc1	-2%	7%	2%	22%	-8	-5%	-12%	4µM*	?	12µM*	?
CCc1nnc(NS(=O)(=O)c2ccc(NC(=S)NC(=O)c3ccc(F)cc3)cc2)s1	3%	-26%	?	?	11	-4%	0%	1%	-4%	2%	-1%
CCc1ccc(OCC(=O)O/N=C(\N)Cc2ccc([N+](=O)[O-])cc2)cc1	1%	.	-6%	24%	-19	0%	-1%	-2%	2%	-15%	28%
CC(=O)c1cc(C#N)c(SCC(=O)O)nc1C	0%	9%	2%	-4%	-4	-8%	-11%	0%	-1%	0%	-2%
CCN1CCc2c(sc(NC(=O)COc3ccccc3)c2C(=O)OC)C1	-2%	-11%	-6%	-18%	-11	-12%	-23%	3%	-1%	-3%	11%
O=S(=O)(c1ccccc1Br)N1CCN(c2ncccn2)CC1	5%	3%	6%	-5%	-2	.	-12%	-1%	-1%	1%	-7%
CS(=O)(=O)N(CC(=O)NCCSCc1cccc(Cl)c1)c1ccc2c(c1)OCO2	2%	-3%	3%	5%	5	-1%	0%	0%	-2%	-1%	-12%
CCOc1ccc(NC(=O)[C@@H](NC(=O)c2ccco2)C(C)C)cc1	-1%	2%	2%	-8%	-6	.	-2%	-1%	-1%	-1%	0%
Cc1cc(C2C(C#N)=C(N)SC(N)=C2C#N)c(C)s1	6%	48%[activator]	-3%	-25%	11	2%	27%	-12%	0%	3%	-6%
O=C(NCCCN=C1NS(=O)(=O)c2ccccc21)c1ccncc1	-1%	2%	10%	-9%	2	-4%	11%	-9%	-1%	1%	1%
Cc1cc2c(N=NC(=O)CCc3ccccc3)c(O)[nH]c2cc1Br	-3%	.	?	-4%[10 µM]	11	-4%	-9%	-5%	0%	-1%	18%
COc1ccc(S(=O)(=O)N(CC(=O)NCC2CCCO2)c2ccccc2)cc1OC (stereo unspecified)	4%	-2%	-4%	1%	-7	-4%	-4%	-3%	-6%	4%	9%
CCn1c(SCC(=O)N/N=C/c2ccc(C)o2)nnc1-c1ccccc1	-3%	15%	-2%[0.365 µM]	-13%	-4	18%	-4%	-4%	-3%	-8%	-2%
CCNc1nc(SCC(=O)OC)nc(N2CCOCC2)n1	0%	-11%	3%	12%	18	3%	-4%	-2%	8%	1%	13%
Cn1c(SCC(=O)NC(=O)NCc2ccco2)nnc1C(F)(F)F	-4%	21%	4%	4%	.	-2%	-9%	2%	0%	-1%	7%
O=C1C2CCCCC2C(=O)N1c1cccc(OS(=O)(=O)c2ccccc2)c1 (stereo unspecified)	-6%	.	1%	34%	13	-8%	-3%	-5%	-11%	-11%	1%
CCC(=O)c1c[nH]c(C(=O)NCc2ccccc2OC)c1	-6%	9%	-5%	14%	0	.	10%	-6%	-1%	-1%	3%
